Bioassay records: PubChem, National Center for Advancing Translational Sciences (NCATS)
KAT2A inh: blocks human GCN5L2 histone acetyltransferase | AID 504327 | GCN5L2 HAT assay, ThioGlo1 CoA-SH fluorescence | hit rate 0.21% among 390,000 | Q92830 | Potency, µM (series often up to 58.9 µM), without a hit: at the top dose activity change, negative = inhibition, hits mostly inhibitors
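ThioGlo1-coupled HAT assay: 20nM GCN5L2, 70uM acetyl-CoA, 75uM H3(1-25) peptide, pH 7.5. Fluorescence read at 340/540nm at start and after 20 min at room temperature.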
TDP1 cell noCPT: qHTS for Inhibitors of human tyrosyl-DNA phosphodiesterase 1 (TDP1): qHTS in cells in absence of CPT. Potency, µM (series often up to 46.2 µM), inactives show at the top dose activity change, negative = growth inhibition, most hits filed as inhibitors. hit rate 15% among 420,000. DT40 Tdp1-/- hTDP1 cells, no CPT, ATP luminescence, 48 h. AID 686978, 2013; note: nearly all actives have a fitted effect of over 55% in size
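Cells were dispensed at 400 per well, compounds added by pin tool, plates incubated ≥48 hr at 37 °C, then CellTiter-Glo added for 30 min at room temperature before luminescence reading. Line: DT40 Tdp1-/- complemented with hTDP1; camptothecin omitted.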
TDP1 inh: inhibitors of human tyrosyl-DNA phosphodiesterase TDP1. Q9NUW8. recombinant TDP1, AlphaScreen DNA substrate cleavage. Potency, µM (highest dose often 130 µM), without a hit: at the highest dose activity change, negative = inhibition, hits mostly inhibitors. hit rate 0.28% among 350,000. AID 485290; note: nearly all actives have a fitted effect of over 40% in size
Target sequence (Q9NUW8 whole entry, looked up): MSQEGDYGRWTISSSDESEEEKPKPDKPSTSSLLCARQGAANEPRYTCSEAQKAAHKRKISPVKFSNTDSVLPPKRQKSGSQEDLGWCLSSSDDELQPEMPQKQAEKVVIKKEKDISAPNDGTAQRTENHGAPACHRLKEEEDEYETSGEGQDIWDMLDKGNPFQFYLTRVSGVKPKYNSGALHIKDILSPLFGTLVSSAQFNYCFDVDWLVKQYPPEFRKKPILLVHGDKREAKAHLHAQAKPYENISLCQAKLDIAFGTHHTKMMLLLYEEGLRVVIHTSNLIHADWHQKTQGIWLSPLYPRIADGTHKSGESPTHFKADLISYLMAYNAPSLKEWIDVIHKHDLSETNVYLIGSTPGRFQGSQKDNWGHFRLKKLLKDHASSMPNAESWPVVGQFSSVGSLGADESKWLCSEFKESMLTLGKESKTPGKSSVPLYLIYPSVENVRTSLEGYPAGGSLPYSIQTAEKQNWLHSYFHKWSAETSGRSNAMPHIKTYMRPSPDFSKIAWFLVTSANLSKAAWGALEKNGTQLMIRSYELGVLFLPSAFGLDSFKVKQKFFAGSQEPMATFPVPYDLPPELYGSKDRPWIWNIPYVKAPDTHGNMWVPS
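Here, a 5' biotin and 3' phosphotyrosine-FITC DNA oligonucleotide reports Tdp1 activity: intact substrate bridges AlphaScreen beads, while cleavage leaves a 3' phosphate and drops signal. All incubations at room temperature.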
Active calls of the source: *; ? = inconclusive; nt = not tested or not shown; & = joins results of further samples; [ ] = another dose, or the depositor's remark. Calls come from the whole dose curve; as a rule, active = well fitted curve in the direction sought with a large enough effect; inconclusive = small, poorly fitted or top-dose-only effect, or another doubt; inactive = no such curve, though single readings can be large; an effect the other way counts as inactive or inconclusive. % is set by controls: 0 for no effect and ±100 for the full control effect; potency is the fitted concentration of half-maximal effect.

Compound,KAT2A inh,TDP1 cell noCPT,TDP1 inh
CCN1CCN(c2cc(=O)n3ccccc3n2)CC1,-9%,-1%,-3%
CNC(=O)Oc1cccc(-c2cn3cc(Cl)ccc3n2)c1,-1%,?,1%
CC(=O)OC1CC(OC(C)=O)[C@]2(C)C(CC(OC(C)=O)[C@]3(C)C2CC[C@@]2(C)C(c4ccoc4)C[C@H]4O[C@]432)C1(C)C (stereo not given in full),-5%,-27%,14%[56.1 µM]
COc1ccc(-c2[nH]ncc2CNC(C)Cc2cccc(C)n2)cc1F (stereo not given),-15%,-21%,0%
CCC(CC)N1CCN(C(=O)Cc2ccccc2)CC1,1%,0%,0%
CCn1ccnc1CN1CCCC(C(=O)c2cccc(C(F)(F)F)c2)C1 (stereo not given),0%,26µM*,5%
CSCCC(NS(=O)(=O)c1ccc2c(c1)oc(=O)n2C)C(=O)NC1CCCc2ccccc21 (stereo not given),-1%,?,-1%
O=C(c1cc(F)ccc1F)C1CCCN(Cc2cc(Cl)ccc2O)C1 (stereo not given),?,?,nt
CC1(C)CC(CCNCc2ccc3c(c2)OCO3)(Cc2ccccc2)CCO1 (stereo not given),-5%,18µM*,-1%
CCOc1cc2[nH]c(=O)n(CCCCC(=O)N3CCN(c4ccccc4)CC3)c(=O)c2cc1OCC,-5%,5.2µM*,1%
N[C@@H](Cc1cc(I)c(O)c(I)c1)C(=O)O,?,?,0%
CC(=O)Nc1ccccc1OC(=O)N(C)C,-5%,-2%,-5%
CCCCC/C=C\C/C=C\C/C=C\C/C=C\CCCC(=O)NC1CC1,1%,nt,-7%
O=C1C(=O)c2cccc3cccc1c23,-6%,0.65µM*,-8%
COc1ccc(CNCC(=O)N2CCC3(CC2)OCCO3)cc1,0%,-8%,2%
CCOC(=O)C(O)(c1ccc(NC(=O)c2ccco2)c(OC)c1)C(F)(F)F (stereo not given),-4%,?,-9%
CCCCOP(=O)(CN1CCOCC1)OCCCC,1%,-12%,0%
CN(C)C1(c2nnnn2CCOC(=O)Nc2ccc(Cl)cc2)CCCCC1,-3%,18µM*,0%
Cc1nc2ccc(Cl)cc2c(=O)n1-c1ccc([N+](=O)[O-])cc1,-1%,-26%,nt
Cc1cc(OCC(=O)N2CCC(C(=O)O)CC2)c2c3c(c(=O)oc2c1)CCC3,?,9%,nt
Cc1cc(/C=C2/C(=O)NC(=O)N(Cc3ccco3)C2=O)c(C)n1-c1ccccc1O,-9%,-1%,6%
COC(=O)CSC1=NN1c1cc(C)nc(N)n1,1%,10%,nt
CC1=Nc2ccccc2/C1=C/c1c(O)n(C)c(=O)[nH]c1=O,-22%,?,nt
N#Cc1cc2c(nc1SCC(=O)Nc1ccc(Cl)cc1)C1CCN2CC1,-14%,?,-4%
CC(C)CN(CC(C)C)c1ccc(C=C2C(=O)NC(=S)NC2=O)cc1[N+](=O)[O-],?,21µM*,-2%
C[C@]12CCC3C(CC[C@H]4C[C@H](O)CC[C@]34C)[C@@H]1CC[C@@H]2C(=O)CO (stereo not given in full),5%,-30%,5%
CC[C@H](C)[C@H](NC(=O)[C@H](CCCN=C(N)N)NC(=O)[C@H](CCCN=C(N)N)NC(=O)[C@H](CC(C)C)NC(=O)[C@H](Cc1ccccc1)NC(=O)CNC(=O)CNC(=O)[C@@H](N)Cc1ccc(O)cc1)C(=O)N[C@@H](CCCN=C(N)N)C(=O)N1CCC[C@H]1C(=O)N[C@@H](CCCCN)C(=O)N[C@@H](CC(C)C)C(=O)N[C@@H](CCCCN)C(=O)O,5%&6%,2%[4.12 µM],10%&-4%
O=C(COc1ccccc1)N1CCN(CCN2C(=O)c3cccc4cccc(c34)C2=O)CC1,-2%,?,3%
C=CCN1C(=O)/C(=C/c2cc(C)n(-c3cccnc3)c2C)C(=O)NC1=S,-12%,?,-4%
CC(Cc1ccc(C(C)(C)C)cc1)CN1CCCCC1 (stereo not given),6%,nt,3%
C[C@]12CC[C@@H](O)CC1=CCC1C2CC[C@@]2(C)C1CC[C@@H]2N (stereo not given in full),0%,21µM*,1%
COc1cccc(C2CC3C(=O)C=CC2N3Cc2ccccc2)c1 (stereo not given),1%,16µM*,8%
CCNC(=O)NC(=O)C(C)OC(=O)c1c(C)nn(Cc2ccccc2)c1Cl (stereo not given),-6%,6%,3%
CCOc1ccccc1NC(=O)c1cccn(Cc2ccccc2C)c1=O,2%,1%,-3%
CCCC1(CCC)C(=O)NC(=Nc2ccc(C)cc2)NC1=O,-2%,nt,0%
COCCNC(=O)Cn1cc(C=C2C(=O)NC(=O)NC2=O)c2ccccc21,0%,-15%,nt
Nc1nccc(-c2c(-c3ccc(F)cc3)ncn2C2CCNCC2)n1,1%,nt,5%
COC(=O)C1=C(c2ccc(C(C)=O)cc2)C[C@@H]2CC[C@H]1N2C(=O)NC1Cc2ccccc2C1,0%,-18%,0%
CCOc1ccccc1Oc1coc2cc(OC(=O)c3ccco3)ccc2c1=O,-1%,?,7%
CC1=C(C(=O)O)N2C(=O)C(NC(=O)CCCC(=O)O)C2SC1 (stereo not given),-3%,8%,3%
O=C(O)COc1ccccc1/C=C1\C(=O)NC(=O)N(CCC2=CCCCC2)C1=O,1%,1%,-4%
CCCCC(CC)COCCCN=Cc1c(O)[nH]c(=S)[nH]c1=O (stereo not given),-6%,?,-2%
O=C(CCNS(=O)(=O)c1ccccc1)Nc1ccc(Cl)cc1C(=O)c1ccccc1,-8%,?,-3%
CSc1ccccc1NC(=O)CN(C)CC(=O)c1[nH]c(C)c(C(C)=O)c1C,-2%,15µM*,2%
O[C@@H]1[C@@H]2O[P@@](O)(=S)OC[C@H]2O[C@H]1n1cnc2cc(Cl)c(Cl)cc21,-4%,nt,-6%
CN1CCN(C(=O)Cc2nc3ccccc3[nH]2)CC1,-6%,-21%,2%
CC(C)NP(=O)(NC(C)C)OP(=O)(NC(C)C)NC(C)C,-6%&-5%,-8%,9%[56.1 µM]
O=C(NC12CC3CC(CC(C3)C1)C2)OC1CN2CCC1CC2 (stereo not given),-1%,?,-4%
CN1C(=O)N(C)C(=O)C(CCc2ccncc2)(CCc2ccncc2)C1=O,3%,13%,4%
CCCCCCn1c(=O)c(C(=O)Nc2cccc(C)n2)c(O)c2ccccc21,-2%,3.7µM*,nt

Random excerpt: 2 entries already listed
Compound,KAT2A inh,TDP1 cell noCPT,TDP1 inh
CN1CCN(C(=O)Cc2nc3ccccc3[nH]2)CC1,-6%,-21%,2%
COc1ccc(CNCC(=O)N2CCC3(CC2)OCCO3)cc1,0%,-8%,2%

(cont.)
Compound,KAT2A inh,TDP1 cell noCPT,TDP1 inh
C[n+]1c2ccccc2nc2ccc(NCCO)cc21,-8%,10µM*,nt
O=C(CN1CCCCC1)c1ccccc1Cl,-3%,-7%,5%
O=[N+]([O-])c1cccnc1N1CCCNCC1,11%,21%,nt
CCc1cccc(CC)c1N(COC)C(=O)CCl,5%,?,8%[56.1 µM]
COc1cccc(NP(=O)(Oc2ccccc2)Oc2ccccc2)c1,-10%,3.7µM*,3%
CN1CCC(N(C)c2ncnc3ccc(Br)cc23)CC1,-18%,?,8%
COc1cccc(CCNCc2ccc(SC)cc2)c1,-2%,?,-9%
Cc1csc(=N)n1Cc1ccccc1,1%,2%,3%
Cc1ccc2c(c1)C1CN(C)CCC1N2C(=O)c1cn(-c2ccccc2)nc1-c1ccccc1 (stereo not given),-4%,16µM*,5%
Cc1ccc2c(c1)C1CN(C)CCC1N2C(=O)Cc1cccs1 (stereo not given),-1%,-15%,5%
O=C(c1cc(C(=O)NCc2ccccc2)c(=O)n(Cc2ccccc2)c1)c1cc(Br)ccc1O,-1%,26µM*,3%
Cc1ccc(CN2C(=O)CN=C(c3ccccc3)c3ccccc32)cc1,-2%,?,0%
CC(C)C(=O)N1CCN(CCN=Cc2c(O)n(C)c(=O)n(C)c2=O)CC1,-13%,4%,3%
Cc1nn(C2CCOC(C)(C)C2)c2c1C(c1ccc3c(c1)OCO3)SCC(=O)N2 (stereo not given),-1%,-22%,3%
Cc1cccc(N(C)S(=O)(=O)c2cc(-c3cnc(C4CC4)o3)ccc2C)c1,-2%,23µM*,1%
COC(=O)C1=C(c2ccccc2OCc2ccccc2)C[C@@H]2CC[C@H]1N2C(=O)NCc1ccc(F)cc1,-11%,?,1%
CCOC(=O)c1c(N)n(Cc2ccco2)c2nc3ccccc3nc12,-23%,?,4%
COc1cc(C(c2c(O)c3ccccc3oc2=O)c2c(C)n(C)n(-c3ccccc3)c2=O)ccc1O (stereo not given),-8%&3%,39%&12%[activator],-6%&3%
O=C(CN1CCN(S(=O)(=O)c2ccc3ccccc3c2)CC1)NC(=O)NC1CCCCC1,-14%,?,-2%
CC(CCC(=O)O)C1CCC2C3C(=O)C[C@@H]4CC(=O)CC[C@@]4(C)C3CC(=O)[C@]12C (stereo not given in full),6%,nt,15%
CCn1c(=O)cc(SCC(=O)N2CCC3(CC2)OCCO3)c2ccccc21,2%,?,-2%
O=C1NC(=O)C(CCc2ccncc2)(CCc2ccncc2)C(=O)N1Cc1ccccc1,-8%,?,4%
Cc1ccc(-n2ncc(C(=O)N3CCN(c4ccc(Cl)cc4)CC3)c2C2CCN(C(=O)OC(C)(C)C)CC2)c(C)c1,?,12µM*,-3%
COc1ccc(C(C)=O)cc1CC(C(=O)c1ccc(Br)cc1)N(C)C (stereo not given),-1%,?,5%
COC(=O)C1=C(c2ccc(Cl)c(C(F)(F)F)c2)C[C@@H]2CC[C@H]1N2C(=O)NCC1CC1,-10%,18µM*,-2%

Arranged by SMILES length (low to high): some entries from above
Compound,KAT2A inh,TDP1 cell noCPT,TDP1 inh
O=C(CN1CCCCC1)c1ccccc1Cl,-3%,-7%,5%
CCOc1cc2[nH]c(=O)n(CCCCC(=O)N3CCN(c4ccccc4)CC3)c(=O)c2cc1OCC,-5%,5.2µM*,1%
COc1cc(C(c2c(O)c3ccccc3oc2=O)c2c(C)n(C)n(-c3ccccc3)c2=O)ccc1O (stereo not given),-8%&3%,39%&12%[activator],-6%&3%

Further records
Compound,KAT2A inh,TDP1 cell noCPT,TDP1 inh
CCN(CC)CCN1C(=O)CN=C(c2ccccc2F)c2cc(Cl)ccc21,-1%,27µM*,0%
CC(C)(C)c1ccc(CN2C(=O)CN=C(c3ccccc3)c3ccccc32)cc1,-28%,?,8%
Cc1ccc2nc(-c3ccncc3)cc(C(=O)N3CCC4(CC3)OCCO4)c2c1,-8%,?,8%
CN1CCN(C(=S)c2ccc([N+](=O)[O-])cc2)CC1,41%[activator],-16%,3%
O=C(c1cc2cc(F)ccc2[nH]1)N1CCC2(CC1)OCCO2,-21%,?,3%
COc1ccc(/C=C/c2cc(O)cc(O)c2)cc1,-22%,4.6µM*,10%[56.1 µM]
C#CC1(O)CCC2C3CCC4=CC(=O)CCC4(C)C3CCC21C (stereo not given),1%,nt,6%[56.1 µM]
CCCC[N+]12CCC(CC1)C(=C(c1ccccc1)c1ccccc1)C2,40%[activator],4.1µM*,4%
Cc1ccc(F)cc1NC(=O)c1ccc(Cn2nc(N3CCN(c4ccccc4)CC3)ccc2=O)o1,-1%,?,8%
COc1cc(C2Nc3c(C)cc(C)cc3-c3cc(C)nn32)cc(OC)c1O (stereo not given),0%,4.1µM*,2%
COC(=O)C1=C(c2ccc3ccccc3c2)C[C@@H]2CC[C@H]1N2C(=O)NCCNC(C)=O,-5%,-7%,1%
Fc1ccc(CCNCc2ccccc2Cl)cc1,2%,-24%,-2%
Cc1cccc(NC(=O)CSc2nnc([C@@H](N)Cc3c[nH]c4ccccc34)o2)c1C,-12%,?,10%
NCCCC(=O)OC1N=C(c2ccccc2Cl)c2cc(Br)ccc2NC1=O (stereo not given),0%,?,-1%
COc1cccc(OC)c1C1=NCC(=O)Nc2c1oc1ccc(Br)cc21,0%,0.92µM*,3%
CCN(Cc1ccc(Cl)nc1)/C(=C/[N+](=O)[O-])NC,-5%,-17%,nt

This is a subset (hit frequency here may not be typical).
